Assay outcomes deposited in PubChem BioAssay by NCI.
Growth percent in the NCI-60 one-dose screen (48 h, 10 µM unless noted): 100 = growth as untreated, 0 = no growth, -100 = all killed.
SW-620: SW-620 colon cancer; 5.2% of 82,000 active
HCT-116: HCT-116 colon cancer; 7.3% of 82,000 active
HT29: HT29 colon cancer; 7.4% of 81,000 active
TK-10: TK-10 renal cancer cells | 3.9% of 81,000 active
UO-31: UO-31 renal cancer | 5.2% of 81,000 active
HCC-2998: HCC-2998 colon cancer. 4.7% of 79,000 active
HCT-15: HCT-15 colon cancer; 5.2% of 82,000 active; AID 1794746
SN12C: SN12C renal cancer cells; 3.8% of 81,000 active
786-0: 786-0 renal cancer cells; 5.1% of 81,000 active
Active calls of the source: *; / = no result given. Rule for the calls: active = growth percent below 10; inactive = the rest.

1) Cc1ccc(-c2cc3nc(C(Cl)Cl)nc(-c4ccco4)n3n2)cc1
2) NC(CC(=O)O)C(=O)OCc1ccccc1 (stereo not given)
3) COc1cc(C(=O)/C=C/c2ccc(Oc3ccc(Cl)cc3)cc2)cc(OC)c1OC
4) CCCNC(=O)Oc1ccc(/C(=C(/CC)Cc2ccccc2)c2ccc(OCCN(CC)CC)cc2)cc1
5) Fc1ccc(CSc2nnc(-c3cccs3)n2-c2ccccc2)cc1
6) COC(=O)c1nc(-c2ccc(C)cc2)oc1Sc1ccc(Cl)cc1
7) Cc1c(Br)cccc1NC(=O)c1sc2nc3c(cc2c1N)CN(Cc1ccccc1)CC3
8) Cc1ccc(C(=O)Cc2ccccc2)cc1
compound no.,1,2,3,4,5,6,7,8
SW-620,8.5*,107,102,71,100,92,18,104
HCT-116,1.7*,97,90,49,92,96,17,100
HT29,0.5*,115,104,-15*,99,92,0.8*,104
TK-10,29,122,127,86,108,90,50,104
UO-31,34,72,72,52,65,82,48,100
HCC-2998,-50*,104,111,50,112,91,41,/
HCT-15,15,95,86,8.0*,95,80,18,104
SN12C,66,105,93,79,100,86,28,111
786-0,60,99,105,81,97,92,35,93

9) CCSc1nc(Cl)cc(Sc2nc(N)nc3nc[nH]c23)n1
10) CCOc1cc2c(cc1OCC)C(c1cc(OC)c(OC)c(OC)c1)NCC2 (stereo not given)
11) CCN(CC)CCOCCOC(=O)C1(c2ccccc2)CCCC1
12) O=C(/C=C\c1ccc(O)cc1)c1ccccc1
13) COc1ccc(-c2nc(/C=C3\SC(=NCc4ccccc4)NC3=O)c3ccccn23)cc1
14) Cc1ccc(C)c(C(C(N)=O)C(C)C)c1 (stereo not given)
15) CS(=O)(=O)c1ccc(C(=O)N=Nc2c(O)[nH]c3ccc(Cl)cc23)cc1
16) O=C(/C=C/c1cn(-c2ccccc2)nc1-c1ccccc1)OCc1cn(-c2ccc(F)cc2)nn1
compound no.,9,10,11,12,13,14,15,16
SW-620,110,106,104,101,-56*,102,100,93
HCT-116,75,101,94,78,-97*,97,76,92
HT29,107,110,96,87,-70*,100,106,85
TK-10,134,118,107,95,-52*,99,139,100
UO-31,91,90,70,68,-47*,87,79,74
HCC-2998,120,105,105,112,/,114,108,96
HCT-15,106,104,95,88,0.0*,97,95,95
SN12C,101,100,99,89,-20*,99,98,85
786-0,75,97,96,98,-96*,99,104,90

17) CC(=O)Cc1cccnc1
18) C=CCn1c(SCC(=O)Nc2ccc(C(=O)/C=C/c3ccc(OC)cc3)cc2)nnc1-c1cc(-c2ccc(S(C)(=O)=O)cc2)nc2ccccc12
19) NC(=O)c1cccc([C@@H]2O[C@H](CO)[C@@H](O)[C@H]2O)c1
20) O=[N+]([O-])c1cc(F)ccc1O
21) CCC(=O)Nc1ccc(OCc2nnc(-c3ccc(OC)cc3)o2)c(F)c1
22) CC(=O)c1ccc(Nc2nc(NCCO)nc(Nc3ccc(Cl)cc3)n2)cc1
23) COc1ccc2ccc3c(OC)ccc(CC[N+](C)(C)C)c3c2c1OC
24) COc1ccc(NC(=O)Nc2ccc(-c3cccnc3)cc2N2CCC(CO)CC2)cc1
compound no.,17,18,19,20,21,22,23,24
SW-620,97,103,24,107,108,95,105,65
HCT-116,82,94,73,99,99,98,105,12
HT29,106,112,54,111,101,97,89,9.8*
TK-10,95,120,55,103,95,108,103,47
UO-31,90,61,52,97,81,81,82,98
HCC-2998,108,104,94,108,97,105,107,42
HCT-15,107,92,13,108,94,74,100,44
SN12C,99,93,94,96,90,96,96,71
786-0,103,90,13,99,101,104,105,31

25) NS(=O)(=O)Nc1ccc(C(=O)NC(C(=O)NO)c2ccc(-c3cc(F)c(F)c(F)c3)cc2)cc1 (stereo not given)
26) O=S(=O)(O)c1ccc(O)c(N=Nc2ccc(O)cc2O)c1
27) NS(=O)(=O)c1cn(-c2ccc([N+](=O)[O-])c3nonc23)ccc1=O
28) COc1ccc(-c2nc3ccccc3[nH]2)cc1OC
29) CCN1CCN(c2nc(C)cc(N(CCNc3ccnc4cc(Cl)ccc34)Cc3ccc4c(c3)OCO4)n2)CC1
30) Oc1ccc2ccccc2c1C(N=Cc1ccccc1)c1ccccc1 (stereo not given)
31) Cc1cc(S(=O)(=O)Nc2nn(-c3ccccc3)c(=O)[nH]2)c(SCc2ccccc2)cc1Cl
32) O=C(Cn1cc(COn2nnc3ccccc32)nn1)Nc1cc(F)ccc1F
compound no.,25,26,27,28,29,30,31,32
SW-620,97,99,105,97,3.4*,106,100,102
HCT-116,91,102,99,101,10,96,94,107
HT29,99,103,108,120,-13*,95,110,108
TK-10,103,103,99,153,-47*,107,107,97
UO-31,75,83,77,83,-42*,71,82,88
HCC-2998,113,109,111,109,-30*,91,106,105
HCT-15,101,110,105,96,-6.9*,91,107,102
SN12C,100,101,95,93,59,92,96,94
786-0,96,111,104,105,-25*,101,100,101

33) O=C(/C=C/c1cc(Cl)ccc1Cl)Nc1ncc(Cc2ccc(Cl)cc2)s1
34) N=C1C(=O)NC(=O)C1c1ccccc1 (stereo not given)
35) S=C(Nc1ccccc1)Nc1nnc2c3c4c(sc3ncn12)CCCC4
36) Cc1ccc(/C=N/NC(=O)C(=O)Nc2ccc(Cl)c([N+](=O)[O-])c2)cc1
37) CCCCCCOC(=O)/C=C(\CC(=O)OCCCCCC)C(=O)OCCCCCC
38) CN(C)NC=O
39) CN(C)c1ccc(-c2ccc(-c3ccc(C(=N)N)cn3)o2)cc1
40) O=C(O)CC1CC(O)CCC1=O (stereo not given)
compound no.,33,34,35,36,37,38,39,40
SW-620,21,111,101,106,109,120,-73*,111
HCT-116,2.7*,110,98,89,102,101,-62*,104
HT29,-23*,96,100,105,110,118,-61*,104
TK-10,34,94,132,114,115,116,-65*,114
UO-31,19,88,82,87,85,93,-69*,85
HCC-2998,13,102,107,105,101,100,-74*,102
HCT-15,7.9*,94,106,106,104,100,-47*,104
SN12C,9.9*,/,105,113,101,95,-85*,99
786-0,0.2*,100,103,104,106,111,-67*,101

41) CC(C)OC(=O)C#N
42) COc1ccc(-c2cc(C(=O)N/N=C/c3c[nH]c4ccccc34)no2)cc1
43) COC(CSCc1ccccc1)OC
44) Cc1ccc(Nc2nnc(-c3ccc(Cl)cc3)o2)cc1
45) Cc1ccc(-c2nc(N3CCCNCC3)c3oc(-c4ccccc4)nc3n2)cc1
46) COC(=O)c1nc(N)nc(C(=O)OC)c1C(=O)c1c(C)[nH]c2ccccc12
47) COc1cc2ccccc2cc1C(=O)NC(=S)Nc1ccc(-c2nc3ccccc3[nH]2)cc1
48) CC(C)CCN(CCC(C)C)CC(O)c1ccc2ccc3ccccc3c2c1 (stereo not given)
compound no.,41,42,43,44,45,46,47,48
SW-620,96,104,102,103,-73*,117,80,49
HCT-116,103,95,111,101,-79*,114,82,41
HT29,116,100,113,93,-83*,114,73,32
TK-10,102,111,114,123,-96*,116,83,95
UO-31,87,70,102,92,-99*,91,90,31
HCC-2998,105,104,110,112,-92*,120,96,81
HCT-15,98,78,105,102,-85*,107,78,71
SN12C,104,94,/,108,-85*,111,83,84
786-0,104,97,106,106,-90*,110,38,78

49) Cc1[nH]nc2c1C(c1cnn(C)c1)C(C#N)=C(N)O2 (stereo not given)
50) O=C(/C=C/c1ccco1)c1cccc([N+](=O)[O-])c1
51) CC(=O)OC[C@H]1O[C@@H](OC(C)=O)[C@H](N2C(C(C)=O)=NN(c3ccc(Br)cc3)C2c2ccc(C)cc2)[C@@H](OC(C)=O)[C@@H]1OC(C)=O (stereo not given in full)
52) O=C1COCCN1c1ccc(Nc2nc(Nc3ccc(N4CCOCC4=O)cc3)nc(OCCCl)n2)cc1
53) Cc1ccc(-n2nnc(C(=O)O)c2-c2ccc3c(c2)OCO3)cc1
54) CC(=O)OCC1OC(OC(C)=O)C(NC(=O)NS(=O)(=O)c2ccc(F)cc2)C(OC(C)=O)C1OC(C)=O (stereo not given)
55) CN1CCC(CN2c3ccccc3Sc3ccccc32)C1 (stereo not given)
56) O=c1c2c3c(sc2n2c(SCc4nnc(Nc5ccccc5)s4)nnc2n1Cc1ccccc1)CCCC3
compound no.,49,50,51,52,53,54,55,56
SW-620,102,107,74,109,100,99,94,104
HCT-116,104,94,53,96,90,88,78,103
HT29,114,96,63,78,104,104,46,96
TK-10,102,100,68,91,98,139,92,115
UO-31,81,92,32,95,83,73,60,/
HCC-2998,110,/,69,91,99,108,41,109
HCT-15,100,103,50,96,98,100,84,95
SN12C,103,103,67,99,106,100,97,89
786-0,102,102,69,91,99,112,69,108

Continued, starting with the last three of the part before.
54) CC(=O)OCC1OC(OC(C)=O)C(NC(=O)NS(=O)(=O)c2ccc(F)cc2)C(OC(C)=O)C1OC(C)=O (stereo not given)
55) CN1CCC(CN2c3ccccc3Sc3ccccc32)C1 (stereo not given)
56) O=c1c2c3c(sc2n2c(SCc4nnc(Nc5ccccc5)s4)nnc2n1Cc1ccccc1)CCCC3
57) COc1ccc2c(c1)SC1=NC=C(C(=O)NNC(=O)c3ccncc3)[C@H](c3ccccn3)N12
58) COC(=O)c1ccccc1C(=O)O
59) COc1cc(/C=C/c2cc(/C=C/c3ccc(O)c(OC)c3)n(C(=O)Nc3ccccc3Cl)n2)ccc1O
60) CC1SC(c2ccc(N(C)C)cc2)N(NC(=O)C(O)(c2ccccc2)c2ccccc2)C1=O (stereo not given)
61) CCN(CC)CCC(C(N)=O)c1ccccc1 (stereo not given)
62) COc1ccc(-c2c(NC(C)=O)noc2-c2cc3c(c(OC)c2OC)OCO3)cc1
63) CCN(CCO)C(C(=O)c1ccc(OC)cc1)c1ccc(OC)cc1 (stereo not given)
64) O=c1[nH]c(CSc2nc3sc4c(c3c(=O)[nH]2)CCCC4)nc2ccccc12
compound no.,54,55,56,57,58,59,60,61,62,63,64
SW-620,99,94,104,68,115,7.0*,104,103,111,97,100
HCT-116,88,78,103,76,108,1.2*,81,91,105,92,104
HT29,104,46,96,87,109,-35*,94,81,98,90,72
TK-10,139,92,115,82,105,16,89,82,99,101,317
UO-31,73,60,/,72,93,-35*,48,89,85,87,91
HCC-2998,108,41,109,/,102,2.8*,/,106,109,97,108
HCT-15,100,84,95,88,105,15,84,107,98,105,118
SN12C,100,97,89,/,110,14,110,98,105,95,108
786-0,112,69,108,92,105,-15*,98,95,103,96,117

65) COc1ccc(OCC(O)CN2CCN(c3ccccc3Cl)CC2)cc1 (stereo not given)
66) O=[N+]([O-])c1nccn1C1OC(CO)C(O)C1O (stereo not given)
67) O=C(O)C1CCCN1C(=O)c1ccc(Cl)cc1 (stereo not given)
68) O=C1N(Cc2ccccc2Cl)c2ccccc2C12NN=C(c1cccc(Cl)c1)S2 (stereo not given)
69) CC(C)(C)[Si](C)(C)OCC1CCC(n2cnc3c(NC(=O)c4ccccc4)ncnc32)O1 (stereo not given)
70) CNS(=O)(=O)c1ccc([N+](=O)[O-])cc1
71) COC(=O)c1c2c(c[n+]([O-])c1C)C(=O)C=CC2=O
compound no.,65,66,67,68,69,70,71
SW-620,127,111,104,9.6*,100,101,0.1*
HCT-116,91,105,107,9.8*,100,81,-9.8*
HT29,103,105,110,94,101,102,106
TK-10,89,108,105,-3.7*,96,96,101
UO-31,89,89,91,-58*,93,94,47
HCC-2998,143,97,108,-61*,105,92,88
HCT-15,107,99,97,0.2*,104,98,12
SN12C,86,115,104,-20*,102,/,60
786-0,70,107,106,-68*,93,95,92
